PP5 primary – PP5 phosphatase inhibitors, primary screen, biochemical, fluorescence | inhibition, % at 6.7 µM | purified PP5c, OMFP substrate fluorescence | actives 0.18% (n = 320,000) | Serine/threonine-protein phosphatase 5 (Homo sapiens), P53041 | AID 1987, 2009;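 active means inhibition above the campaign's mean inhibition across all tested compounds plus 3 SD, cut at about 9.5% in these data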;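 further: 0% = DMSO only and 100% = 100 µM cantharidin control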
procasp7 counter – procaspase-7 activators, primary screen, counter-screen for procaspase-3 activator project, biochemical, absorbance, HTS, human; Caspase-7 (Homo sapiens), P55210; activation, % at 8.5 µM; recombinant procaspase-7, Ac-DEVD-pNA absorbance 405 nm; D23A/D198A/D206A triple mutant, cannot self-cleave; scale: DMSO 0, 5 µM enzyme 100; actives 0.093% (n = 330,000);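 active means percent activation above the screen-wide mean plus 3 SD, cut at about 25% in these data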
Target sequence (P55210 whole entry D23A/D198A/D206A): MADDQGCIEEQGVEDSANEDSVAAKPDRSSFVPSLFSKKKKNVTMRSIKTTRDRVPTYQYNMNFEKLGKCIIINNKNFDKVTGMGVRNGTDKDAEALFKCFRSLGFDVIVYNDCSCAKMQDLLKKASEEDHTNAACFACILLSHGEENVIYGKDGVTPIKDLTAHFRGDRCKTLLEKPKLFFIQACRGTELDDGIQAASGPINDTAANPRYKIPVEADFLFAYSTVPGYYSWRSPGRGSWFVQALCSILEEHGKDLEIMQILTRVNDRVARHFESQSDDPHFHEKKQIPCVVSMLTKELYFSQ
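Detection: p-Nitroaniline absorbance at 405 nm, read at 0 and 120 min; system: Uncleavable procaspase-7 mutant enzyme; evaluation: % activation from two-timepoint absorbance difference, scaled to controls; times: 1 h enzyme–compound preincubation and 2 h substrate reaction, both 25 °C; buffer or medium: Zinc-free HEPES pH 7.4 with 300 mM NaCl, 0.01% Triton X-100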
PP1 counter – PP1-alpha phosphatase inhibitors, primary screen, counter-screen for PP5 inhibitor project, biochemical, fluorescence, OMFP substrate, single point; Serine/threonine-protein phosphatase PP1-alpha catalytic subunit (Homo sapiens), P62136; purified PP1alpha; inhibition, % at 6.7 µM; actives 0.9% (n = 320,000); AID 2235, 2010;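 active means inhibition above the mean inhibition of all tested compounds plus 3 SD, computed separately for each screening campaign, cut at about 15% in these data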
Target sequence (P62136 whole entry, looked up): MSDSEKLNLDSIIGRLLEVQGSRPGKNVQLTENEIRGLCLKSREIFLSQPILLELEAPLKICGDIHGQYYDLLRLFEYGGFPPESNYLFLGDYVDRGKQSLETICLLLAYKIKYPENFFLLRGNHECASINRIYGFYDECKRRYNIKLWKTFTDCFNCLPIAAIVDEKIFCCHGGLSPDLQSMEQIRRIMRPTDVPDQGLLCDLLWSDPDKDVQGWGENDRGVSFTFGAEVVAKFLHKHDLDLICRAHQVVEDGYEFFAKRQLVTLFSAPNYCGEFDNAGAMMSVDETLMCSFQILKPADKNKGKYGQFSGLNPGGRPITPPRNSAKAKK
Efflux pump mplx – inhibitors of Candida efflux pumps in yeast, primary screen, S. cerevisiae, Nile Red, multiplex | S. cerevisiae Candida pump triplex | inhibition, % at 10 µM | actives 0.44% (n = 330,000) | AID 485275, 2010;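 active means plate passing quality check with inhibition over a set limit, or well fluorescence over plate mean plus 4 SD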;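 further: Nile Red retained in pooled yeast measured as flow cytometry median fluorescence; 0% = buffer negative control and 100% = Enniatin B positive control; higher means more Nile Red kept so more efflux inhibition; some compounds called inactive have numbers as strong as hits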
proCasp3 act – activators of human procaspase-3 D3A mutant, primary screen, biochemical, absorbance, PC-3 D3A mutant, single concentration; activation, % at 8.5 µM; Caspase-3 (Homo sapiens), P42574; AID 463141, 2010; actives 0.11% (n = 330,000); recombinant procaspase-3 D3A, Ac-DEVD-pNA absorbance 405 nm;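 active means activation above the mean of all tested compounds plus 3 SD, cut at about 21% in these data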;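 further: 0% = DMSO alone and 100% = DMSO wells spiked with extra 5 µM PC-3 D3A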
Target sequence (P42574 whole entry D9A/D28A/D175A): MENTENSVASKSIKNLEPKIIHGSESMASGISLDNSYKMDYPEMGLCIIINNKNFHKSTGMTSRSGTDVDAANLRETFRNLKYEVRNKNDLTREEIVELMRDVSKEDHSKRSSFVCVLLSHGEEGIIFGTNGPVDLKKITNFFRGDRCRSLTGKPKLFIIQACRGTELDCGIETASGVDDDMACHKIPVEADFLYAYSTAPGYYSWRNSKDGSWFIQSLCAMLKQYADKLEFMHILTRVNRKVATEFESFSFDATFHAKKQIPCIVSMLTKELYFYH
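Test system: Procaspase-3 D3A mutant, all three cleavage aspartates alanine | Dosing: Single dose, 8.5 µM nominal compound, 0.8% DMSO | Schedule: 1 h preincubation, 2 h reaction | Technique: 405 nm absorbance of p-nitroaniline, reads at 0 and 120 min | Repeats: One well per compound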
TPT1 inh – Candida albicans TPT1 enzyme inhibitors, primary screen, biochemical, fluorescence polarization. actives 0.81% (n = 300,000). recombinant caTPT1, FP RNA substrate dephosphorylation. inhibition, % at 5 µM;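 active means inhibition above the mean of all tested compounds plus 3 SD, set per screening campaign, cut at about 24% in these data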;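 further: plate controls were DMSO alone for no effect and ferristatin control at 100 nM for full effect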
core dimer inh – inhibitors of HCV core protein dimerization, primary screen, biochemical, TR-FRET, high-throughput | TR-FRET GST/Flag-core106 dimerization, 1536-well | actives 0.33% (n = 300,000) | AID 1899, 2009 | inhibition, % at 5 µM;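 active means inhibition above the mean of all tested compounds plus 3 SD, set per screening campaign, cut at about 45% in these data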
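Assay system: tagged HCV core106 pair (GST and Flag); medium: KF-containing HEPES buffer, pH 7.45, DTT, CHAPS, BSA; also added: Eu donor and XL665 acceptor anti-tag antibodies; dosing: 5 µM single dose; timing: compound-protein-antibody incubation 4 h at 22.5 °C; signal: TR-FRET 671 and 617 nm emission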
Fh CTSL1 inh – Fasciola hepatica cathepsin L1 inhibitors, primary screen, counter-screen for PFM18AAP inhibitor project, biochemical, QFRET, fluorogenic peptide substrate; recombinant F. hepatica cathepsin L1, Z-Leu-Arg-MCA fluorescence; inhibition, % at 5.96 µM; actives 0.49% (n = 300,000);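 active means inhibition above the mean of all tested compounds plus 3 SD, set per screening campaign, cut at about 17% in these data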;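 further: 0% = plate median of test compound wells and 100% = 1 µM Z-Phe-Ala-diazomethylketone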
JMJD2C inh – inhibitors of GASC-1 histone demethylase, primary screen, biochemical, fluorescence, DELFIA europium; actives 0.069% (n = 330,000); inhibition, % at 2.35 µM; GST-JMJD2C(1-420) H3K9me3 demethylation; Lysine-specific demethylase 4C (Homo sapiens), Q9H3R0;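 active means more than half of a compound's replicate wells show inhibition beyond 50%, single wells judged on their own value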;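 further: signal counts dimethyl H3K9 product captured on neutravidin plate; 0% = median of DMSO wells and 100% = 0.3 times that DMSO median; strong numbers were not always called active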
An asterisk follows results filed as active; i = inactive; . = no result given; & = joins results of further samples. Outcome played no part in choosing rows; about 2.9% have a hit in one of these screens.

Second line of a record – PP5 primary, procasp7 counter, PP1 counter, Efflux pump mplx, proCasp3 act, TPT1 inh, core dimer inh, Fh CTSL1 inh, JMJD2C inh
CCC/S(C)=N/S(=O)(=O)c1ccc(C)cc1 (stereo not given)
    -0.5, -1, 1, 0.1, -5, 5, -6, -3, -2
O=C(c1ccccc1)C1CCN(C(=O)c2ccco2)CC1
    -0.2, -10, -4, 0.2, 0, -1, 1, 2, -2
Cc1ccc(N(Cc2cc3ccc(C)cc3[nH]c2=O)S(=O)(=O)c2ccccc2)c(C)c1
    1.9, -5, -3, 0.0, 9, -1, 8, -2, -3
CCN(CC)CCNC(=O)C1(O)c2cc(Br)ccc2NC(=O)N1c1ccccc1 (stereo not given)
    1.0, 4, 0, -0.1, -6, -2, -10, -6, -6
Cn1cc([N+](=O)[O-])c(C(=O)Nc2ccc(C3CCCCC3)cc2)n1
    4.8, 5, -4, 0.3, 6, 5, 2, 0, -14
CC(C)Nc1ncnc2c1cnn2-c1ccccc1
    2.6, 2, -1, -0.2, 12, -2, -7, 3, -4
COc1ccc(N2CC(C(=O)NCc3nnnn3-c3ccc(C)c(C)c3)CC2=O)cc1 (stereo not given)
    -2.8, 5, -7, 0.1, 4, -2, -3, -1, -1
O=C(N/N=C/c1ccc(N2CCOCC2)cc1)C1COc2ccccc2O1 (stereo not given)
    -0.1, 7, 0, 0.2, 5, 2, -3, 2, -22
CC(C)Oc1ccc(C(=O)NNC(=O)c2ccccc2C(=O)O)cc1
    1.1, -7, -7, -0.1, -1, 1, -9, 3, -1
COc1ccc(CNC(=O)c2ccc(-c3ccccc3)cc2)cc1OC
    4.4, -1, 0, -0.4, 4, 2, -6, 1, 7
O=S(=O)(Cc1ccccc1)N1CCN(Cc2ccccc2)CC1
    0.5, 10, -1, -0.2, -2, -3, -9, -1, -3
Cn1c(-c2ccc(F)cc2)cnc1SCC(=O)N1CCCc2ccccc21
    2.6, -16, 0, 0.1, -10, 1, -4, 5, 6
O=C(NC1CCCCC1)C(c1cccnc1)N(C(=O)c1ccc(Cl)nc1)C1CCCCC1 (stereo not given)
    -1.1, 10, 2, 0.0, 0, 1, 2, 1, 56
COc1ccc(C(=O)N2CCCC(Nc3ccc(C(C)C)cc3)C2)c(OC)n1 (stereo not given)
    2.7, 9, -3, -0.2, 3, -6, -7, -1, -2
O=C(COc1ccc2ccc(=O)oc2c1)NC1CCS(=O)(=O)C1 (stereo not given)
    ., 15, ., 0.0, 0, ., ., ., -1
Cc1cc(C)n2nc(C(=O)NCc3ccccc3)nc2n1
    2.6, -1, -2, 0.1, -1, 4, -5, -1, -4
CCOC(=O)N1CCN(c2c(NCc3ccccn3)c(=O)c2=O)CC1
    0.8, 0, -3, 0.0, 6, 2, -3, 0, .
CCN1CCN(CCC(=O)Nc2ccccc2OC)CC1
    0.6, 5, -1, 0.0, 5, 3, -1, 0, -1
O=C(/C=C/c1ccc(S(=O)(=O)N2CCOCC2)cc1)NC(=S)NCCCn1ccnc1
    -0.4, 0, -1, -0.1, 3, 1, 3, 4, -22
Cc1cc(Br)ccc1NC(=O)c1ccccc1-c1ccccc1
    5.8, 14, 2, -0.2, 2, -2, 0, -1, 4
COc1ccccc1NC(=O)CCC(=O)O
    -0.4, 2, 6, -0.1, 2, -4, -3, -2, -2
CCN(CC)C(=O)CN1CCN(Cc2ccc3c(c2)OCO3)CC1
    0.8, -13, 6, 0.6, 4, 0, -1, 2, 10
COC(=O)COc1ccsc1C(=O)OC
    5.0, -1, -5, 0.0, 5, 0, -4, -2, -1
COc1ccc(NC(=O)c2ccc3nc[nH]c3c2)c(OC)c1
    1.1, 0, -2, -0.3, 4, 1, 0, -3, 8
Cc1nnc(SCC(=O)NC2CCCCC2)n1C1CCCCC1
    4.4, 11, -3, 0.1, 1, -3, 0, -1, 6
Cc1c(Br)c([N+](=O)[O-])nn1CC(=O)Nc1cccc2nonc12
    0.2, -7, 1, -0.1, 1, 1, 9, 3, -1
Fc1ccc(Br)cc1/C=N/N1CCN(c2ccccc2)CC1
    3.2, 0, -7, 0.6, 1, -2, -11, -1, -3
CCCCn1c(=NC(=O)c2ccco2)c(C(=O)OCC)cc2c(=O)n3cccc(C)c3nc21
    0.3, -24, -3, 0.0, -31, -3, 5, -1, 8
CCc1noc(C)c1C(=O)OCC(=O)NC(=O)c1ccccc1
    1.7, -12, -2, 0.1, 8, -2, 0, 9, 12
CCCN1CCCC[C@H]1C(=O)Nc1c(C)cccc1C
    -1.1, -5, -1, -0.1, 6, 0, 6, -2, 12
CCOc1ccc(C(=O)Nc2cnn(Cc3ccc(Cl)c(Cl)c3)c2)cc1
    5.7, -2, 3, 0.1, 5, 2, 1, 6, i
COc1ccc(C(=O)Nc2cc(C)nn2-c2cccc(F)c2)cc1OC
    -4.6, 9, -1, -0.2, -11, -2, -1, -2, 3
CC(=O)c1cccc(NC(=S)N2c3ccccc3CC2C)c1 (stereo not given)
    0.2, -18, 0, -0.1, -6, 4, 4, -1, 7
O=C(NNC(=O)c1cccs1)c1ccc(Cl)c(Cl)c1
    0.7, 8, -1, 0.0, 1, -1, 7, 0, 2
Cc1ccc(/C=N/NC(=O)COc2ccccc2-c2ccccc2)cc1
    0.7, 3, -2, 0.1, -4, -11, -1, -1, 5
COc1ccc(Cn2nnnc2C(c2cccs2)N2CCN(c3ccc([N+](=O)[O-])cc3)CC2)cc1 (stereo not given)
    2.2, 3, 9, 0.1, 4, -4, 28, -1, -1
COc1ccc(C)cc1N(CC(=O)N1CCCC1)S(C)(=O)=O
    0.9, 11, -6, -0.1, 6, -2, -8, 4, 1
Cc1ccc(NC(=O)CN2C(=O)NC(C)(c3ccc(Cl)cc3)C2=O)c(Br)c1 (stereo not given)
    3.6, -5, 0, -0.1, -3, -1, 5, 0, -4
Cc1c(O)c2c(=O)n(-c3ccccc3)c(-c3ccccc3)cc2oc1=O
    -1.0, 10, 0, -0.4, 4, 1, 9, 1, -1
COc1cc(NC(=O)c2ccc3c(c2)S(=O)(=O)N=C2CCCCCN23)cc(OC)c1
    3.8, 5, -5, 0.0, 4, 1, 4, -2, -17
COc1ccc(NC(=O)COC(=O)Cc2ccccc2[N+](=O)[O-])cc1OC
    0.5, 8, -1, -0.1, 4, -1, 0, -4, -2
Cc1cccc(-n2c(SCC(=O)Nc3nnc(C)s3)nnc2-c2ccoc2C)c1
    0.7, -2, 1, -0.1, -2, -6, 1, -1, -6
CCOC(=O)c1c2c3c(cccc3[nH]c1=O)C(=O)c1ccccc1-2
    0.4, 7, -1, 0.0, 3, -23, 9, 8, -10
CCOc1c(C)cc2[nH]c(CCC(=O)O)nc2c1C
    0.8, 4, 1, 0.0, 0, -10, -9, 3, -21
CCN=C(NCC)SC1CC(=O)N(c2ccc(F)cc2)C1=O (stereo not given)
    0.9, 6, -3, 0.2, -10, 1, -3, -4, 5
C=CCn1c(SCC(=O)Nc2sc3c(c2C#N)CCC(C)C3)nc2cc(C(=O)O)ccc2c1=O (stereo not given)
    ., 6, ., -0.2, 3, ., ., ., 0
CCOC(=O)CCCCCC(=O)Nc1ccc2c(c1)CC(=O)N([C@@H](C)CO)C[C@H](C)[C@@H](CN(C)Cc1ccccc1)O2
    ., 5, ., -0.3, -5, ., ., ., -2
Cc1cc(S(=O)(=O)N2CCN(c3ccc(F)cc3)CC2)ccc1-n1cnnn1
    1.4, 2, 0, -0.1, 12, -1, -1, -4, -2
COc1ccc(N2CCN(C(c3cccs3)c3nnnn3C3CCCC3)CC2)cc1 (stereo not given)
    5.0, -9, -3, 0.0, -8, 0, 0, 5, 27
O=C(c1cccc(C(F)(F)F)c1)c1c[nH]c(C(=O)NCC2CCCO2)c1 (stereo not given)
    2.6, 3, -4, 0.1, 2, -1, 13, -6, 1
CN(C)CCC(c1ccc(Br)cc1)c1ccccn1 (stereo not given)
    3.5&2.5, -3&8, 0&-2, 0.2&0.2, 3&9, -1&0, -9&-11, -1&1, 10
CSCC[C@@H](C(=O)NCCCCCCCCCCC(=O)N1CCNCC1)n1cc(CCO)nn1
    -0.9, 9, 4, 0.1, 3, -4, 7, -1, 1
CCc1cc(C(=O)COc2ccc(F)cc2)c(O)cc1O
    0.6, -6, 0, 0.1, 0, 0, 0, 1, 0
Cc1ccc(/C=C/C(=O)O)cc1S(=O)(=O)N1CCc2ccccc21
    2.7, -5, -2, 0.3, 3, 0, 4, 1, 21
Cc1ccc(-n2c(C)cc(C(=O)CN3C(=O)C(=O)N(C4CCCC4)C3=O)c2C)cc1
    2.2, -1, 9, 0.2, 0, 3, 8, -2, 5
O=C(O)CNC(=O)c1ccc(NC(=O)/C(=C/c2cccc([N+](=O)[O-])c2)NC(=O)c2ccco2)cc1
    -0.9, -3, -2, -0.2, -8, 1, 1, 3, -1
CC(=O)N1c2ccc(S(=O)(=O)N3CCCC3)cc2CC1C(=O)Nc1cc(C)cc(C)c1 (stereo not given)
    5.4, -6, 5, -0.1, 5, -1, -5, -2, 14
Cc1cc(NCCN2CCOCC2)n2nc(C)c(-c3ccc(Cl)cc3)c2n1
    2.3, -11, 1, 0.1, -16, 0, -11, -2, 13
COc1cccc(-n2c(=O)c3sccc3n(CC(=O)NC3CCCC3)c2=O)c1
    0.2, 0, 1, -0.1, 6, -3, -6, 5, 29
O=C(CCn1c(=O)c2ccccc2n(Cc2cccc([N+](=O)[O-])c2)c1=O)N1CCc2ccccc2C1
    2.6, 0, 2, 13*, -1, -4, 18, 0, -3
COc1cc(/C=N/NS(=O)(=O)c2ccc(C)c([N+](=O)[O-])c2)cc([N+](=O)[O-])c1O
    1.9, -6, -7, 0.0, -13, -6, -22, 5, 5
C=CCNc1nc(C)c(C(C)=O)cc1C#N
    0.7, -1, 0, 0.5, -2, 0, -9, 10, 11

Some of the entries so far, with tabs:
smiles	PP5 primary	procasp7 counter	PP1 counter	Efflux pump mplx	proCasp3 act	TPT1 inh	core dimer inh	Fh CTSL1 inh	JMJD2C inh
C=CCn1c(SCC(=O)Nc2sc3c(c2C#N)CCC(C)C3)nc2cc(C(=O)O)ccc2c1=O (stereo not given)	.	6	.	-0.2	3	.	.	.	0
Cc1cc(NCCN2CCOCC2)n2nc(C)c(-c3ccc(Cl)cc3)c2n1	2.3	-11	1	0.1	-16	0	-11	-2	13

Compound activity deposited in PubChem BioAssay by several laboratories.
